Assay outcomes deposited in PubChem by several laboratories.
PhoP inhibition: inhibitors of PhoP regulon expression, primary screen, Salmonella Typhimurium, GFP reporter (AID 1863) | 300,000 compounds, 0.16% hits | S. Typhimurium PhoP-regulated promoter GFP reporter, 4 h; higher % means a stronger effect | inhibition, % at 50 µM, or IC50 in µM where a hit was titrated;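 active means inhibition over 29.93%, a cutoff 3 SD above the screen mean, later confirmed by dose response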;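 further: 0% = low Mg2+ inducing control and 100% = high Mg2+ repressing control; strong numbers were not always called active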
HEK293 NOD2/NF-kB: NOD2 signaling inhibitors, cell-based, luminescence, uHTS, HEK293 (AID 1566). HEK293 NOD2/NF-kB luciferase reporter, luminescence; higher % means a stronger effect. 290,000 compounds, 0.63% hits. inhibition, % at 4 µM, or EC50 in µM where a hit was titrated; further: many of its hits are not listed in these tables
HIV peptide binding: inhibitors of HIV fusion peptide binding, primary screen, biochemical, uHTS, fluorescence dequenching (AID 1986); cell-free peptide binding, fluorescence dequenching, 30 min; higher % means a stronger effect; one-dose inhibition, % at 20 µM; IC50 in µM for titrated hits; 290,000 compounds, 0.3% hits; in the data active means inhibition mostly above about 52%, no sharp cut-off; inactive means mostly below about 76%; further: some results filed as inactive read as strong as hits
KOR beta-arrestin-1: KOR antagonists, beta-arrestin recruitment, cell-based, luminescence, uHTS (AID 1778); Kappa-type opioid receptor (Homo sapiens); KOR beta-arrestin recruitment, luminescence, antagonist mode; higher % means a stronger effect; inhibition, % at 10 µM, or IC50 in µM where a hit was titrated; 290,000 compounds, 0.091% hits; further: strong numbers were not always called active
NOD1 NF-kB reporter: NOD1 signaling inhibitors, primary screen, cell-based, luminescence, uHTS (AID 1578) | NOD1-driven NF-kB luciferase reporter cells, luminescence; higher % means a stronger effect | inhibition, % at 4 µM; hits with a dose series show EC50 in µM | 290,000 compounds, 1% hits; in the data active means inhibition mostly above about 36%, no sharp cut-off; inactive means mostly below about 34%;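 further: HEK-293T reporter cells stimulated with the NOD1 agonist gamma-tri-DAP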
Myeloid diff MLP: induction of myeloid progenitor differentiation, primary screen, cell-based, flow cytometry, MLPCN library. calls only at 10 µM. AID 624256, 2012. 360,000 compounds, 1% hits. ER-HoxA9 myeloid progenitors, lysozyme-GFP differentiation;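 active means normalized GFP-positive differentiation at or above the plate's own cutoff, the solvent-only control mean plus 3 SD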;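 further: cells exposed to compound for four days before flow analysis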
SIAH1 antagonists: Siah-1 peptide-binding antagonists, primary screen, biochemical, fluorescence polarization, rhodamine-plectin, uHTS (AID 1817). Siah-1 / rhodamine-plectin peptide fluorescence polarization; higher % means a stronger effect. displacement, % at 20 µM; hits with a dose series show IC50 in µM. 290,000 compounds, 0.02% hits;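 active means displacement of at least 50% at 20 µM, with a fluorescence ratio check between 0.3 and a set limit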;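 further: plate controls were Siah plus tracer with DMSO for no effect and tracer alone without Siah for full effect; strong numbers were not always called active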
KOR beta-arrestin-2: KOR agonists, beta-arrestin recruitment, primary screen, cell-based, luminescence, uHTS (AID 1777) | Kappa-type opioid receptor (Homo sapiens) | KOR beta-arrestin recruitment, luminescence; higher % means a stronger effect | activation, % at 10 µM, or EC50 in µM where a hit was titrated | 280,000 compounds, 0.02% hits; in the data active means activation above about 50%, passing the limit was not always enough; further: a part of the inactive calls stands beside numbers as strong as those of hits
LYP phosphatase: inhibitors of LYP phosphatase, biochemical, fluorescence intensity, uHTS (AID 1779); 290,000 compounds, 0.054% hits; recombinant LYP phosphatase, fluorescence intensity; higher % means a stronger effect; Tyrosine-protein phosphatase non-receptor type 22 (Homo sapiens); inhibition, % at 11.5 µM, or IC50 in µM where a hit was titrated;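 further: plate controls were vehicle with enzyme for no effect and no enzyme for full effect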
Myeloid diff MLP GFP+ MAC1+ %: recorded beside Myeloid diff MLP, whose call it bears; GFP+ MAC1+ double positive, %; measured here: differentiation confirmed by MAC1 staining
Active calls of the source: *; i = inactive; / = not tested or not shown; [ ] = remark or other dose. Unless noted, no stated cut-off is given here; in the data, active means inhibition above about 50%; inactive means the rest. This is a subset; count on the stated rates, not on these rows.

SMILES	PhoP inhibition	HEK293 NOD2/NF-kB	HIV peptide binding	KOR beta-arrestin-1	NOD1 NF-kB reporter	Myeloid diff MLP	Myeloid diff MLP GFP+ MAC1+ %	SIAH1 antagonists	KOR beta-arrestin-2	LYP phosphatase
CC(=O)Cn1nnc(-c2ccc(C(F)(F)F)cc2)n1	-3%	-15%	-1.1%	6%	-16%	i	0.1	-1%	8.3%	-6%
CC1C(=O)CC(c2ccccc2)NC1c1ccccc1 (stereo not drawn)	10%	-3%	-1.8%	-11%	-8%	i	5.1	0%	-6.6%	-6%
COc1ccccc1N1CCN(/N=C/C=C\c2ccccc2[N+](=O)[O-])CC1	-5%	4%	-3.5%	5%	-42%	i	0.5	-8%	-5.7%	1%
CCOC(=O)C1(CCOc2ccccc2)CCN(Cc2ccc(F)c(OC)c2)CC1	5%	-37%	-1.3%	36%	26%	i	0.1	-5%	3.4%	0%
CC(=O)N1CCC[C@H]1C(=O)O	-1%	4%	-1.3%	-2%	-45%	i	0.4	-2%	-4.4%	0%
COC(=O)c1ccc(NC(=O)c2ccccc2N(C)S(=O)(=O)c2ccccc2)cc1	-5%	9%	-0.9%	11%	22%	i	0.4	0%	-3.4%	-2%
Cc1cc(C)n(C2CCCCC2OC(=O)CCc2ccccc2)n1 (stereo not drawn)	-13%	4%	-0.2%	-27%	-5%	i	0.8	-1%	0.2%	-5%
COc1ccc(CCNC(=O)c2cc(-c3ccco3)nc3ccccc23)cc1	-4%	11%	40%	23%	-16%	/	/	11%	-3.2%	1%
O=C1CC(c2ccccc2)CC(O)=C1C=Nc1ccc(O)cc1 (stereo not drawn)	-7%	8%	-2.2%	-79%[20 µM]	-23%	i	0.2	-1%	0.3%	-3%
CC(=O)N1c2ccc(S(=O)(=O)N3CCC(C(=O)Nc4cccc(F)c4)CC3)cc2CC1C (stereo not drawn)	2%	9%	-0.8%	-24%	-10%	i	1.1	4%	-1.7%	-7%
Cc1ccc(/C=N/n2c(-c3ccncc3)n[nH]c2=S)s1	-9%	-11%	0.6%	-29%	-2%	i	0.3	-3%	1.3%	4%
CN1CCC(NC(=O)Nc2cccc(C(F)(F)F)c2)CC1	3%	18%	0.2%	-23%	-38%	i	0.5	1%	0.5%	-10%
O=C(NN=C1CCCC1)c1cccc(O)c1	0%	-3%	-0.7%	25%	-35%	i	1.5	-2%	-0.6%	-14%
CSc1ncccc1C(=O)N1CCCC(C(=O)c2cc(F)ccc2F)C1 (stereo not drawn)	5%	11%	0.9%	-13%	-16%	i	0.6	7%	-4.0%	-3%
CCCOC(=O)c1ccc(NC(=O)C2C3C=CC(O3)C2C(=O)O)cc1 (stereo not drawn)	15%	1%	-1.1%	13%	-15%	i	0.7	-2%	-4.9%	-8%
O=C(NC1CC1)c1ccc(CSCc2ccccc2Cl)o1	-4%	28%	0.9%	-21%	3%	i	1.8	-2%	0.5%	-9%
O=C(O)c1cc2ncc(-c3[nH]ncc3[N+](=O)[O-])cn2n1	5%	12%	0.9%	-19%	-20%	i	0.1	3%	-4.5%	-4%
O=C(C1CC(=O)N(c2ccccc2)C1)N1CCN(c2ccccc2F)CC1 (stereo not drawn)	-5%	9%	-0.6%	5%	-17%	i	0.9	7%	0.7%	-7%
CCOc1ccc(N/N=C(/C#N)C(N)=O)cc1	-6%	-15%	-1.2%	-15%	2%	i	9.0	5%	6.1%	-5%
COc1cc(OC)c(C(=O)O/N=C(\N)c2ccc(C)cc2)cc1OC	11%	13%	0.6%	21%	-2%	i	0.3	-1%	-6.3%	-5%
N/C(=N\OC(=O)CCC1CCCC1)c1ccc([N+](=O)[O-])cc1	-10%	4%	-1.2%	6%	-16%	i	0.1	-6%	0.8%	-8%
Oc1ccc(N2CCN(C(=S)NCc3ccccc3)CC2)cc1	-9%	-58%	-1.4%	32%	-71%	i	0.1	-4%	-6.9%	-10%
O=C(c1cccs1)N1CCN(c2ncc(Br)cn2)CC1	-2%	-6%	-1.5%	-1%	-7%	i	0.8	-2%	/	-6%
CCOc1ccc2nc(N3CCCCCC3)sc2c1	-3%	-227%	-0.7%	-23%	-28%	i	2.6	2%	-1.1%	0%
Cc1cc(Br)ccc1NC(=O)CN(C)C(=O)c1cc(S(=O)(=O)N(C)C)ccc1N1CCCC1	-1%	11%	-0.3%	0%	-13%	i	0.6	0%	-2.9%	-1%
CCOC(=O)N1CCN(c2ncnc3nc[nH]c23)CC1	12%	4%	-1.2%	15%	-19%	i	1.3	6%	-3.9%	-2%
COC(=O)C/C=C/[C@@H](C)[C@@H](/C=N/O[C@H](C)c1cn([C@@H]2COC[C@H]2O)nn1)NS(=O)(=O)c1ccc(C)cc1	2%	20%	0.8%	1%	-22%	/	/	2%	-0.8%	-4%
O=C1NC(=O)/C(=C/c2ccccc2OCc2ccccc2)S1	-8%	/	32%	-54%	/	i	0.7	-5%	1.7%	-4%
O=C(Nc1ccccc1Cl)c1cccc(NS(=O)(=O)c2ccccc2)c1	-1%	6%	-1.3%	13%	5%	/	/	6%	-0.6%	-4%
O=C(NNS(=O)(=O)c1ccc(F)cc1)c1ccc([N+](=O)[O-])cc1Cl	8%	8%	-1.9%	-50%[20 µM]	-26%	i	0.5	10%	1.4%	-9%
O=C(O)COc1ccccc1/C=N/NC(=O)c1cc(-c2ccc(Cl)cc2)nc2ccccc12	-1%	2%	44%	8%	2%	i	0.3	4%	2.0%	1%
O=C(COc1cccc(NC(=O)c2cccc([N+](=O)[O-])c2)c1)c1ccc(F)cc1	12%	-15%	1.8%	-2%	-2%	i	0.5	6%	2.1%	1%
N/C(=N\OC(=O)c1ccc(Cl)cc1)c1[nH]ncc1Br	-3%	-160%	0.2%	17%	-12%	i	0.7	-1%	2.8%	-2%
Cc1ccc(/C=N/NC(=O)Cc2ccc(Cl)cc2)s1	-6%	10%	-0.1%	-11%	16%	i	1.3	-6%	3.6%	-4%
Cc1ccc(CS(=O)(=O)c2nsc(C)c2C#N)cc1	2%	7%	-0.4%	-11%	-37%	i	0.2	-3%	0.3%	-2%
O=C(NNC(=O)c1ccc([N+](=O)[O-])cc1)c1ccncc1	-13%	6%	0.7%	4%	-6%	i	0.4	-4%	-1.6%	-6%
NC(=O)N=Nc1c(O)[nH]c2ccc([N+](=O)[O-])cc12	-10%	6%	-1.2%	6%	-6%	i	0.2	0%	-1.3%	-3%
CSCCC(NS(=O)(=O)c1ccc(Cl)cc1)C(=O)O (stereo not drawn)	6%	-10%	0.7%	17%	-48%	i	0.6	-2%	0.9%	0%
COc1cc(/C=N/NC(=O)c2cccnc2)ccc1OC(=O)c1ccco1	-2%	11%	-1.7%	14%	16%	i	10	-6%	1.5%	-7%
COC(=O)c1sc(NC(=O)Cc2cccs2)nc1C	6%	-27%	0.7%	6%	-17%	i	6.6	-1%	-5.5%	-3%
COc1ccc(/C=N/NC(=O)CC(=O)NCc2cccnc2)c(OC)c1	5%	6%	1.0%	12%	5%	i	0.6	-5%	-1.3%	8%
Cc1nn(-c2ccccn2)c2nc(-c3cccs3)cc(C(=O)N3CCOCC3)c12	11%	15%	0.2%	-9%	-23%	i	0.8	4%	2.6%	-10%
O=c1[nH]c2cc3c(cc2cc1CN(Cc1cccs1)Cc1nnnn1Cc1ccco1)OCCO3	-12%	2%	-3.5%	3%	10%	i	1.1	10%	-5.2%	9%
CN(C)/C=C1\C(=O)N(c2ccc([N+](=O)[O-])cc2)N=C1c1ccccc1	8%	-59%	19%	-35%	-37%	i	1.0	-1%	-4.9%	1%
O=C(CCC(=O)Nc1nnc(C2CCCCC2)s1)NCc1ccccc1	-8%	0%	1.2%	22%	-9%	i	0.6	6%	0.9%	-8%
O=C(Cc1ccccc1)Nc1ccc(C(=O)O)cc1	-6%	13%	-0.2%	29%	-14%	i	9.7	1%	3.4%	-4%
Cc1[nH]c2ccccc2c1NC(=O)CN1CCN(c2cccc(C(F)(F)F)c2)CC1	8%	8%	-1.2%	-46%	-20%	i	1.2	2%	4.5%	0%
Cc1ccccc1SCc1noc(C(=O)NCC2CCCO2)c1C(=O)O (stereo not drawn)	-17%	-4%	0.9%	-39%	-7%	i	1.3	2%	4.0%	0%

Single entries from the results shown.
NOD1 NF-kB reporter with Cc1cc(C)n(C2CCCCC2OC(=O)CCc2ccccc2)n1 (stereo not drawn) is entered as -5%
KOR beta-arrestin-2 with N/C(=N\OC(=O)c1ccc(Cl)cc1)c1[nH]ncc1Br is entered as 2.8%
KOR beta-arrestin-1 with Cc1[nH]c2ccccc2c1NC(=O)CN1CCN(c2cccc(C(F)(F)F)c2)CC1 is entered as -46%

New compounds follow.
SMILES	PhoP inhibition	HEK293 NOD2/NF-kB	HIV peptide binding	KOR beta-arrestin-1	NOD1 NF-kB reporter	Myeloid diff MLP	Myeloid diff MLP GFP+ MAC1+ %	SIAH1 antagonists	KOR beta-arrestin-2	LYP phosphatase
Cc1ccc(CN(C)CC(=O)Nc2cccc([N+](=O)[O-])c2)o1	0%	-7%	-2.0%	-7%	-21%	i	0.3	0%	-3.5%	-6%
Cc1nc2ccc(NC(=O)c3ccc(Cl)nc3)cc2s1	-10%	-7%	0.5%	36%	-3%	i	0.9	17%	0.3%	-2%
CCc1ccc(OC(=O)c2ccn(CC)n2)cc1	10%	8%	-3.6%	13%	-8%	i	1.2	0%	-0.6%	-8%
Nc1ccccc1C(=O)Nc1cccc2ccccc12	-4%	-40%	-0.9%	-8%[20 µM]	-62%	i	0.5	1%	2.8%	-7%
C=CCn1c(-c2csc(-c3ccc(OC)c(OC)c3)n2)n[nH]c1=S	2%	5%	0.3%	-4%	-48%	i	0.4	20%	-3.9%	-3%
COc1ccccc1CN1CC(C(=O)NCC2CCCO2)CC1=O (stereo not drawn)	7%	-2%	0.4%	4%	0%	i	7.8	3%	0.1%	-2%
CN(C)CCNc1oc(COc2ccc(Cl)cc2)nc1C#N	18%	16%	-1.3%	16%	-19%	i	1.2	-4%	-2.3%	-9%
O=C(Nc1c(Cl)cccc1Cl)c1ccc(-c2ccccc2)cc1	6%	-15%	1.9%	-10%	-46%	i	3.3	-2%	-0.3%	-2%
O=C(O)CSCc1ccc(C(=O)O)o1	-3%	-16%	1.9%	-6%	-12%	i	0.9	-1%	3.4%	6%
CCOC(=O)c1ccc(N/C(=N/S(=O)(=O)c2ccccc2)c2ccccc2)cc1	-10%	12%	0.6%	23%	4%	i	0.0	8%	2.8%	-3%
COC(=O)C1=NN[C@H](C(=O)OC(C)(C)C)[C@H]1c1ccccc1	-2%	4%	0.0%	-2%	-32%	i	0.6	2%	5.8%	-1%
CCCC(=O)NNc1cc(=O)c2c(=O)n(C)c(=O)n(C)c2[nH]1	3%	7%	-1.4%	22%	-9%	i	0.9	4%	-5.9%	-6%
